# Source: PubChem BioAssay
# Eya2 inh: qHTS Assay for Inhibitors of the Phosphatase Activity of Eya2; Protein phosphatase EYA2 (Homo sapiens), O00167; recombinant Eya2, OMFP fluorescence dephosphorylation (OMFP is methylfluorescein phosphate); Potency, µM (series often up to 76.9 µM), without a hit: top-dose activity, negative = inhibition, hits mostly inhibitors; 330,000 tested, 0.006% active; AID 488837, 2010; note: potency is the fitted concentration of half-maximal effect; % is set by controls: 0 for no effect and ±100 for the full control effect
#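 Eya2 (0.2 uM) preincubated 10 min at ambient with compound, then OMFP substrate added at 50 uM; 10 min reaction in 50 mM HEPES pH 7.5, 50 mM NaCl, 5 uM MgCl2, 0.05% BSA, 1 mM DTT. Fluorescence read at Ex 485/Em 525 nm.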
# ELG1 genotox: qHTS screen for small molecules that induce genotoxicity in human embryonic kidney (HEK293T) cells expressing luciferase-tagged ELG1. HEK293T ELG1-luciferase reporter, luminescence, 16 h. Potency, µM (highest dose often 46 µM), for the others: at the top dose activity change, positive = activation, most hits filed as activators. 330,000 tested, 1.3% active. AID 504466, 2011; note: potency is the fitted concentration of half-maximal effect; % of control where 0% means no effect; nearly all actives have a fitted effect of over 60% in size
#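 Screening used a luciferase reporter fused to human ELG1 in HEK293T cells. Luminescence was read on a CCD plate imager after 16 hr exposure and 30 min ONE-Glo incubation.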
# Integrin act MD: qHTS for Activators of Integrin-Mediated Alleviation for Muscular Dystrophy. alpha7betagal myoblasts, beta-gal FDG fluorescence, 48 h. Potency, µM (titrated, usually from 38.3 µM), inactives show at the top dose activation, actives largely listed as activators. 350,000 tested, 0.064% active. AID 624291, 2012;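 note: potency is the fitted concentration of half-maximal effect; 100% = response of the positive control SU9516; nearly all actives have a fitted effect of over 60% in size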
#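 alpha7betagal+/- myoblasts (passage 13, 250/well) treated 48 h at 37C with compounds at 1:260 dilution of DMSO stock. Lysed, then beta-galactosidase activity read as FDG fluorescence (ex 480/em 540) after 30 min, with pre-read for autofluorescence.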
# TRPV1 ag: HTS Assay for Compounds that Act as Agonists of the Vanilloid Receptor 1; Transient receptor potential cation channel subfamily V member 1 (Homo sapiens), Q8NER1; TRPV1-expressing cells, Fluo-8 calcium influx, agonist mode; activation, % at 8.33 µM; 320,000 tested, 0.19% active; AID 540275, 2011; in the data active = activation above about 80%; inconclusive = between about 30% and that limit; note: 0% is about no effect
#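 Cells expressing TRPV1 were dye-loaded with Fluo-8 and read kinetically: 10 s baseline, 3 min after compound (agonist portion), then 2 min after EC20 capsaicin (allosteric enhancer portion). Calcium-bound dye fluorescence at 480/520 nm.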
# p53 reactivator: qHTS assay for re-activators of p53 using a Luc reporter; Potency, µM (top dose mostly 92.2 µM), without a hit: at the highest dose activity change, positive = activation, actives largely listed as activators; 320,000 tested, 0.063% active; H1299 p53-A138V BP100-luciferase reporter, luminescence, 24 h; note: potency is the fitted concentration of half-maximal effect; % of control where 0% means no effect; nearly all actives have a fitted effect of over 45% in size
#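 H1299 (p53-null), stable ts p53-A138V + BP100-Luc; 1000 cells/well, Opti-MEM/10% FBS; cpd 4 pt, 1:5; 24 h, 37 deg C, 5% CO2; detection reagent 10 min RT; luminescence.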
# TSG101-PTAP inh: qHTS Assay for Iinhibitors of HIV-1 Budding by Blocking the Interaction of PTAP/TSG101; Tumor susceptibility gene 101 protein (Homo sapiens), Q99816; Fluorescence polarization, FITC-PTAP peptide / Tsg101 binding; Potency, µM (series often up to 115 µM), without a hit: at the top dose activity change, negative = inhibition, hits mostly inhibitors; 340,000 tested, under 10 active; active = well fitted inhibition curve with a large enough effect in the main read-out, with a control signal flat, not every such curve was filed as active; inconclusive = small, poorly fitted or top-dose-only effect, or effect the other way, or a change in a side signal; inactive = no such curve, though single readings can be large or run the other way; note: potency is the fitted concentration of half-maximal effect; % of control where 0% means no effect
#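 Tsg101 binding domain (10 uM final) was mixed with compound and a FITC-labeled PTAP peptide (50 nM final) in HEPES pH 7.5 buffer with NaCl, Tween 20, EDTA and TCEP; fluorescence polarization was read after 20 min at r.t.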
# S-ASM inh: Inhibitors of Secretory Acid Sphingomyelinase (S-ASM): qHTS. Sphingomyelin phosphodiesterase (Homo sapiens), P17405. placental ASM, HMU-PC fluorogenic substrate, 60 min. Potency, µM (doses to about 57.5 µM), inactives show at the top dose activity change, negative = inhibition, actives largely listed as inhibitors. 340,000 tested, 0.006% active. AID 504937, 2011; note: potency is the fitted concentration of half-maximal effect
# Target sequence (P17405 47-631 limits assumed): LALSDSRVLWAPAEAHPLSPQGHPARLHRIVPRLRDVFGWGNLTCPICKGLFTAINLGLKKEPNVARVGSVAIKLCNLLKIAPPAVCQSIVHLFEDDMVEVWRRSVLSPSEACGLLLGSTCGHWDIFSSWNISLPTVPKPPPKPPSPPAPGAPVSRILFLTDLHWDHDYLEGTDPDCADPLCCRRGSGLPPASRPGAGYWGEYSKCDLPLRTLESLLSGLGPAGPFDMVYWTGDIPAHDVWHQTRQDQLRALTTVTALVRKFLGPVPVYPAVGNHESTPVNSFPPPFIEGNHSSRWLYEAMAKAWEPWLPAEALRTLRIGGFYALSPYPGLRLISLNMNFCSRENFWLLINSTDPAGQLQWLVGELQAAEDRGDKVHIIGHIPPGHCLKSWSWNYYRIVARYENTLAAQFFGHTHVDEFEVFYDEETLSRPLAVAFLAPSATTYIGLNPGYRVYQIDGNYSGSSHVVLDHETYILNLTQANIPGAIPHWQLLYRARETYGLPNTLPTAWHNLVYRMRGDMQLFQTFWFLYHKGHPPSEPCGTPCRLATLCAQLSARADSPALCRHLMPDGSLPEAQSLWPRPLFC
#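 qHTS format. ASM enzyme prepared from human placenta hydrolyses the fluorogenic substrate HMU-PC0 (9 uM final) over 60 min at 37 °C after a 10 min compound preincubation.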
# uPA generation: qHTS for Inhibitors of Cell Surface uPA Generation; cell surface uPA generation assay, qHTS; AID 540303, 2011; 330,000 tested, 0.31% active; Potency, µM (top dose mostly 38.3 µM), for inactives: at the highest dose activity change, negative = inhibition, most hits filed as inhibitors; active = well fitted inhibition curve with a large enough effect; inconclusive = small, poorly fitted or top-dose-only effect; inactive = no such curve, though single readings can be large or run the other way; tested in mouse RAW 264.7 cells; note: potency is the fitted concentration of half-maximal effect; % is set by controls: 0 for no effect and ±100 for the full control effect; nearly all actives have a fitted effect of over 55% in size
# USP2a inh: qHTS Assay for Inhibitors of Ubiquitin-specific Protease USP2a Using CHOP2 as the Reporter. Potency, µM (doses to about 38.3 µM), for inactives: at the highest dose activity change, negative = inhibition, most hits filed as inhibitors. USP2 core, Ub-CHOP2 coupled fluorogenic reporter, 485/531. 330,000 tested, 0.01% active;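 note: potency is the fitted concentration of half-maximal effect; plate controls were DMSO wells for no effect and full inhibition by NEM control for full effect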
#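 Deubiquitinase activity read as fluorescence (485/531 nm) after Ub-CHOP2 cleavage activates the enterokinase reporter on its substrate; USP2 core 10nM, Ub-CHOP2 and substrate 25nM each, 30min compound preincubation then 60min RT; data normalized to NEM, curves fitted.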
# BRCA1 expr act: qHTS Assay to Identify Small Molecule Activators of BRCA1 Expression; MCF7-BRCA1-FFLuc reporter, luminescence, 48 h; response scale: scaled: vehicle 0%, 10 µM genistein 100%; Potency, µM (doses to about 46.1 µM), for inactives: at the top dose activation, most hits filed as activators; 380,000 tested, 1.1% active; AID 624202, 2012; note: potency is the fitted concentration of half-maximal effect; nearly all actives have a fitted effect of over 80% in size; some results filed as inactive show a strong effect at the top dose
#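 Cells: MCF7-BRCA1-FFLuc, 2000/well. Exposure: 48 h, 37 °C, 5% CO2. Read: luminescence, 15 min post-substrate. Controls: genistein 10 microM (maximal activation), DMSO (neutral).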
# B2AR arrestin: qHTS assay of beta-arrestin-biased ligands of beta2-adrenergic receptor; beta-arrestin recruitment to beta2AR, cell-based reporter; Potency, µM (titrated, usually from 46.1 µM), for inactives: top-dose activation, hits mostly activators; 330,000 tested, 0.02% active; AID 492947, 2010;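 note: potency is the fitted concentration of half-maximal effect; 0% = DMSO controls and full agonism = EC100 isoproterenol or metaproterenol; nearly all actives have a fitted effect of over 65% in size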
# Target sequence (P07550 whole entry, looked up): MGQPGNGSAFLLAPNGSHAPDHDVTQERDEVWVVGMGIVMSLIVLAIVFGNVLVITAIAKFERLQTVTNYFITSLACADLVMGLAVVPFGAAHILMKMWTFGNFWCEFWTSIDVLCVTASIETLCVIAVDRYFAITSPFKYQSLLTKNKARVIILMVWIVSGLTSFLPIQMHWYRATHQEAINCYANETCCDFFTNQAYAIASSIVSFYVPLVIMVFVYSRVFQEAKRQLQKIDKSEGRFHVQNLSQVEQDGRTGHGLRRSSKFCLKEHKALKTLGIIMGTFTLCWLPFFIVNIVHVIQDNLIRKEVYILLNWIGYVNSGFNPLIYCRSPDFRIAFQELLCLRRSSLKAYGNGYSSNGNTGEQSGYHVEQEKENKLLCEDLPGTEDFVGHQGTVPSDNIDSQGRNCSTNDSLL
# The depositor's hits bear a star; ? = inconclusive; . = no result given; [ ] = remark or other dose. Unless noted, calls come from the whole dose curve; as a rule, active = well fitted curve in the direction sought with a large enough effect; inconclusive = small, poorly fitted or top-dose-only effect, or another doubt; inactive = no such curve, though single readings can be large; an effect the other way counts as inactive or inconclusive.
# Under each structure – Eya2 inh, ELG1 genotox, Integrin act MD, TRPV1 ag, p53 reactivator, TSG101-PTAP inh, S-ASM inh, uPA generation, USP2a inh, BRCA1 expr act, B2AR arrestin
N#Cc1cc2ccccc2nc1SCC(=O)NC1CC1
    1%, 7%, 1%, -4, 11%, 0%, 6%, 0%, 3%, 56%, 0.2%
O=S(=O)(Nc1ccc(N2CCCCC2)cc1)c1ccccc1
    0%, 2%, -8%, -7, ?, -3%, 2%, -1%, 0%, 28%, -0.7%
COCCCn1c(-c2cccc(Cl)c2)nc2c1c(=O)[nH]c(=O)n2Cc1ccccc1
    13%, 0%, 8%, 5, -4%, -3%, 16%, -1%, 3%, -30%, -0.3%
O=C(Cn1c(=O)cnc2ccccc21)Nc1ccccc1N1CCOCC1
    -4%, -4%, 5%, -3, -7%, -1%, 0%, 5%, -4%, -21%, -0.6%
O=C(CSc1nnc2c3ccccc3c3ccccc3c2n1)Nc1ccccc1F
    -9%, 6%, -20%, 3, 4%, 0%, -3%, 5%, 3%, -59%, -0.6%
Cc1cc(F)ccc1S(=O)(=O)Nc1ncnc2scc(-c3ccc(F)cc3)c12
    8%, -6%, -11%, -2, 3%, -1%, -3%, -4%, -2%, -41%, -2.9%
O=C(OCC(=O)N(C1CCCCC1)C1CCCCC1)c1ccco1
    -10%, 3%, -21%, 13, -4%, -3%, -3%, ., -1%, -4%, 0.2%
Cc1cccn2c1nc(=S)n2C(=O)c1ccco1
    8%, ?, 7%, -3, ?, 0%, -3%, -1%, 1%, 0%, -0.9%
CCOc1ccc(C(C(=O)NCC2CCCO2)N(Cc2ccccc2)C(=O)c2snc(C(N)=O)c2N)cc1 (configuration not stated)
    -19%, -22%, 20%, 1, -1%, -2%, 268%[activator], -6%, 0%, -23%, -0.4%
CCc1ccc(CC2S/C(=C(\C#N)C(C)=O)NC2=O)cc1 (configuration not stated)
    22%, -7%, -39%, 3, ?, -5%, 3%, -4%, -2%, -19%, -0.8%
Cc1cc(C)cc(OCc2nc(-c3cccnc3)no2)c1
    5%, 0%, -13%, 10, 1%, -3%, 1%, 4%, 1%, -2%, 0.1%
CC(C)NC(=O)NC(=O)CSc1ccccc1F
    3%, 8%, -8%, 0, 15%, -1%, 3%, 0%, 0%, 14%, 0.3%
Cc1cc(C)nc(NC(=NCCc2c[nH]c3ccccc23)NC(=O)Nc2cccc([N+](=O)[O-])c2)n1
    3%, -4%, 15%, -1, -10%, 2%, 0%, 0%, 1%, -56%, -1.1%
Cc1c(Cl)c(-c2n[nH]c(=S)n2-c2ccccc2)nn1C
    4%, 3%, -2%, -1, -3%, 0%, 3%, 4%, 3%, -21%, -0.6%
CCN(CC)c1ccc(NC(=O)COC(=O)CSc2ccc(Br)cc2C)cc1
    -1%, 1%, -19%, 7, 9%, -5%, -8%, 2%, -6%, 19%, 1.7%
COc1ccc(S(=O)(=O)Nc2ccc(-c3ccc4nncn4n3)cc2)c(OC)c1
    34%, 1%, -22%, -3, -11%, 0%, -6%, -7%, 0%, -34%, -0.2%
Cc1cc2ncn(CS(C)(=O)=O)c2cc1C
    7%, 1%, -21%, 0, 2%, 0%, -4%, 2%, 0%, 5%, 0.4%
C/C(=N/NC(=O)c1ccc(Cl)s1)c1cccnc1
    -13%, 11%, 12%, -3, -15%, -1%, 1%, 3%, 0%, 74%, 0.1%
COc1ccccc1NC(=O)Cn1c(=O)n(CCc2c[nH]c3ccccc23)c(=O)c2cccnc21
    -3%, -1%, 15%, 4, -9%, -2%, 3%, -6%, 2%, 12%, -0.5%
CNC(=O)c1c(NC(=O)C2=COCCO2)sc2c1CCN(C(=O)OC)C2
    10%, 0%, 2%, 0, -13%, -2%, 2%, -4%, 2%, -20%, -0.3%
CSc1nnc(N2C(=O)C(O)=C(C(=O)c3ccco3)C2c2cccc(Cl)c2)s1 (configuration not stated)
    -2%, 3%, 9%, 14, 11%, -4%, 2%, -4%, -1%, -1%, 0.1%
CCOC(=O)c1ccc(NC(=O)NCc2ccccc2OC)cc1
    6%, -4%, 16%, 84*, -2%, -1%, -1%, 11%, 0%, -8%, 0.4%
COc1ccc(Cl)cc1Nc1nc(-c2cccnc2)cs1
    0%, 0%, -4%, 2, ., -2%, -9%, 3%, 2%, 3%, -0.1%
COc1ccccc1C(=O)NC(CCSC)C(=O)NNC(=O)c1ccccc1C (configuration not stated)
    6%, -5%, 9%, -1, -4%, 0%, 2%, -6%, -1%, -5%, 0.1%
Cc1nc(N2CCOCC2)nc(N2CCN(c3ccccc3)CC2)c1[N+](=O)[O-]
    6%, -3%, -4%, 26, -1%, -2%, -19%, -5%, 0%, 5%, 0.2%
Cc1ccc(-c2ccc3nnc(SCC(N)=O)n3n2)cc1
    6%, 6%, -4%, 16, 3%, 2%, 33%[activator], 1%, -1%, 0%, 0.3%
O=C(Cc1ccc(F)cc1)Nc1ccc(F)c([N+](=O)[O-])c1
    4%, 1%, -9%, ?, 1%, -5%, 0%, -3%, 1%, -19%, -0.1%
COc1cc(-c2nnc(-c3cccs3)o2)cc(OC)c1OC
    26%, 6%, 24%, 11, 3%, 0%, -2%, -4%, 5%, 0%, 0.3%
Cc1ccc(NC(=O)[C@@H]2CCCN2S(=O)(=O)c2ccccc2F)cc1
    15%, -1%, -4%, 4, -1%, -6%, -1%, 0%, -2%, -6%, -0.2%
CCOC(=O)C1=C(C)NC(=O)NC1/C=C/c1ccccc1OC (configuration not stated)
    -12%, 2%, -12%, 0, -4%, 0%, 8%, 2%, 2%, -21%, -0.1%

# Following part.
# Under each structure – Eya2 inh, ELG1 genotox, Integrin act MD, TRPV1 ag, p53 reactivator, TSG101-PTAP inh, S-ASM inh, uPA generation, USP2a inh, BRCA1 expr act, B2AR arrestin
C=CCn1c(SCC(=O)Nc2ccc3c(c2)OCCO3)nnc1-c1ccco1
    9%, 2%, 20%, 0, -2%, 0%, 4%, -1%, 2%, 1%, -0.4%
CC(/C=C/c1ccc(OCc2ccccc2)cc1)=N\O
    2%, 15µM*, 3%, -2, ?, -1%, 5%, -11%, 1%, ?, -1.3%
COc1cccc(C(=O)NC23CC4CC(CC(C4)C2)C3)c1
    5%, 10%, 17%, 9, 7%, 0%, 2%, -7%, 1%, ?, -1.1%
CC1CCCCC12NC(=O)N(CC(=O)c1ccc[nH]1)C2=O (configuration not stated)
    -13%, -6%, -1%, 0, 3%, -3%, -2%, 4%, -2%, 5%, -0.3%
CCC(CC)=C(C#N)C(=O)NC1CCCCC1
    10%, 0%, 7%, 8, 2%, -7%, -1%, 1%, 3%, -8%, -0.2%
CCc1cc(=O)oc2cc(C)cc(OC(C)C(=O)NC(Cc3c[nH]c4ccc(O)cc34)C(=O)O)c12 (configuration not stated)
    -23%, 1%, 6%, -2, ., -3%, 1%, 2%, -1%, 7%, -0.1%
CCOC(=O)C1=C(C)Nc2ncnn2C1c1cc(OC)ccc1OC (configuration not stated)
    -8%, 2%, -2%, -10, 7%, -9%, 14%, -1%, -1%, 1%, -0.2%
Cc1ccc(S(=O)(=O)N/N=C\c2cc3c(cc2Br)OCO3)cc1
    2%, -2%, -1%, 0, 5%, -1%, -3%, -12%, 2%, -24%, -0.5%
O=C(O)c1ccc(-n2nncc2-c2ccccc2)cc1
    -7%, 0%, 23%, 0, 6%, -4%, -3%, -1%, 1%, ?, -1.1%
CC(NC(=O)c1ccco1)C(=O)OCC(=O)N1CCCCCC1 (configuration not stated)
    -4%, -1%, -12%, -5, -2%, -1%, 0%, 9%, 0%, -16%, -0.8%
Cc1ccc(S(=O)(=O)N2CCOCC2)cc1NC(=O)c1ccc(F)cc1F
    -38%, -2%, 8%, ., 1%, -3%, 0%, 6%, 4%, -6%, 0.2%
COc1ccc(N=C2SCC(=O)N2c2ccc(OC)cc2)cc1
    -7%, -1%, 23%, -1, 0%, -6%, -1%, 0%, 2%, 4%, -0.3%
COc1ccc(CNC(=O)COC(=O)CCc2c[nH]c3ccccc23)cc1
    13%, 0%, 10µM*, 4, 0%, -4%, 3%, 21%, 8%, 0%, 0.0%
